Screens as filed in PubChem.
GSK3A inh: blocks human GSK-3 alpha kinase. 0.1% of 320,000 active. AID 2650. inhibition, % at 10 µM. ADP-Glo luminescence, 60 min. P49840;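 in the data active = inhibition above about 50%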;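 also: GST-tagged GSK-3 alpha with peptide substrate and 25 µM ATP; 0% = DMSO neutral wells and 100% = GW8510 positive control wells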
Target sequence (P49840 whole entry, looked up): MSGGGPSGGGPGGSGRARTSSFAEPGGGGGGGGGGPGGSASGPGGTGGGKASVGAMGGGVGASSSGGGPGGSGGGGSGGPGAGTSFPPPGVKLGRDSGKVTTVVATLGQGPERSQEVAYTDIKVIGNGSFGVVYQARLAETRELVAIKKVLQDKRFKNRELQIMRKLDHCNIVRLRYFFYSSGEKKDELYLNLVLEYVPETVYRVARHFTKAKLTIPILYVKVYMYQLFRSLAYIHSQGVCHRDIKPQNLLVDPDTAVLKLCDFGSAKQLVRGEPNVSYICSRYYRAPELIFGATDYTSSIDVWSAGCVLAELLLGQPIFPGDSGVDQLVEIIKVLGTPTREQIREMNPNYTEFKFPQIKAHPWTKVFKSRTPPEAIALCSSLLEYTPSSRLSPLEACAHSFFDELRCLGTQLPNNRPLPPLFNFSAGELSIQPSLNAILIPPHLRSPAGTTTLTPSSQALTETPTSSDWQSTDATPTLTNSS
HSP90 refold inh: blocks HSP90-mediated luciferase refolding in reticulocyte lysate; 0.91% of 290,000 active; inhibition, % at 5.6 µM; Rabbit reticulocyte lysate, luciferase refolding luminescence, 3 h; AID 1789;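 active = inhibition above the screen-wide mean plus 3 SD, computed separately per campaign, cut at about 16% in these data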;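 also: 0% = DMSO wells and 100% = 60 µM geldanamycin wells; inhibitors lower the luminescence because luciferase stays unfolded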
HSF1 inhib: HSF1 inhibition; AID 2098; NIH3T3-HGL HSE-luciferase, MG132-induced, luminescence 8 h; active compounds read low; activity change, negative = inhibition, % at 7.5 µM (by protocol); 0.77% of 300,000 active;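 active = more than half of replicate wells show activity change below -50%, luminescence cut by over half; inconclusive = some wells, but at most half, below -50%; inactive = no replicate well below -50%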;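 also: luciferase reports HSF-1 transcriptional activity via heat shock element; 0% = median of DMSO wells and -100% = zero luminescence signal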
aSyn 5UTR inh: 5' untranslated region of α-synuclein, MLPCN primary screen | inhibition, % (tested at 7.5 µM) | 0.82% of 300,000 active | alpha-synuclein 5'UTR reporter, inhibitor activity; in the data active = inhibition above about 60%; inconclusive = no clear call, values can overlap the other calls;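 also: H4 neuroglioblastoma cells stably carrying SNCA 5'UTR luciferase fusion; 0% = DMSO wells and 100% = positive control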
GSK3beta inhib: blocks human GSK3beta kinase activity; activity score (negative = inhibition), % at 10 µM; 0.038% of 300,000 active; GST-GSK3beta kinase, ADP-Glo luminescence, 60 min; active compounds read low; P49841;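 active = more than half of replicate wells score below -50%, meaning over 50% inhibition versus plate controls; inconclusive = some replicates but at most half score below -50%; inactive = no replicate scores below -50%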;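 also: 0% = median DMSO wells and -100% = median GW8510 positive control wells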
Target sequence (P49841 whole entry, looked up): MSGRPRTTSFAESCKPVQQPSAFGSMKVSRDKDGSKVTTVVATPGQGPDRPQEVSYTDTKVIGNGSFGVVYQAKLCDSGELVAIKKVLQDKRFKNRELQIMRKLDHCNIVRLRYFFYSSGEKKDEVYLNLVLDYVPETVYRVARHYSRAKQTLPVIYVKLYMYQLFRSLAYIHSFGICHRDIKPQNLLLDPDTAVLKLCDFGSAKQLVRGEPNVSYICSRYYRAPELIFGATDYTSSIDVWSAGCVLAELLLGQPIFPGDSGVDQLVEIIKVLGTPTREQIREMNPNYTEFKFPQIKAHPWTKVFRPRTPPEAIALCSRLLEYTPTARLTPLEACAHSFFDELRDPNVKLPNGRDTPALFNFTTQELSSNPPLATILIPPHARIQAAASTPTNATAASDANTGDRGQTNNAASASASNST
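test system = GST-tagged human GSK3beta kinase, cell-free | reagent = 25 µM ATP with peptide substrate | dosing = one dose of 10 µM per compound | schedule = 60 min reaction, RT | detection = luminescent ADP-Glo measurement of ADP formed | control set = DMSO neutral wells and GW8510 at 20 µM as positive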
HSF-1 act: increases HSF-1 driven luciferase reporter signal; activation, % at 9 µM; 1.7% of 300,000 active; AID 504408; NIH3T3-HGL HSF-1 luciferase reporter, MG132, 8 h; 100% = twice DMSO control signal;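 active = mean replicate activation of at least 50% with a set share of replicates each reaching 50%; inconclusive = only one of those two conditions met; inactive = mean below 50% and too few replicates reaching it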;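 also: 0% = median of the neutral control wells and 100% = twice that signal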
IEC-6 cytotox: kills IEC-6 intestinal cells in KLF5 counter-screen; IEC-6 cytotoxicity, luminescence viability; inhibition, % at 5 µM; 0.78% of 290,000 active; AID 1825; in the data active = inhibition above about 22%;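 also: 0% = plate median of test compound wells and 100% = cytotoxic reference compound wells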
KLF5 inh: suppresses KLF5 promoter-driven expression. DLD-1 KLF5 promoter-luciferase reporter, luminescence. inhibition, % at 5 µM. 0.23% of 290,000 active;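 active = inhibition above a per-plate limit of that plate's mean compound inhibition plus 3 SD, cut at about 60% in these data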;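 also: 0% = DMSO wells and 100% = LY294002 at 200 µM; higher means less KLF5 promoter-driven luciferase light; inactives centre near -14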
PolyA inh: inhibitors of polyadenylation in S. cerevisiae; S. cerevisiae SKY197-pL101 polyadenylation reporter, beta-gal luminescence; efflux-impaired pdr1/pdr3 knockout yeast; score 100 = 6 SD above DMSO; calls only at 12 µM; AID 1875; 0.02% of 300,000 active;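 active = lowest replicate activity score at least 50, where 100 means six control SD above control mean; inconclusive = lowest score under 50 but half or more replicates reach 50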;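 also: yeast exposed to compound for 9 h at 30 °C; higher score means more reporter readthrough which indicates perturbed polyadenylation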
AI-2 QS mod: Vibrio harveyi AI-2 quorum sensing modulation. activity change, % at 7.5 µM. Vibrio harveyi JMH597 AI-2 luminescence/OD600 ratio, 9 h; active compounds read low; strain lacks LuxN and CqsS sensors; 0 = neutral-control median. 0.4% of 300,000 active; in the data active = activity change below about -75%, passing the limit was not always enough; inconclusive = no clear call, values can overlap the other calls;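 also: luminescence divided by OD600 gain over 9 h not by final OD600 alone; inactives centre near 13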
Numbers without * were called inactive; i = inactive; u = inconclusive; x = not tested or not shown. This is a subset (hit frequency here may not be typical).

mol	AI-2 QS mod	KLF5 inh	HSF-1 act	HSF1 inhib	GSK3A inh	IEC-6 cytotox	GSK3beta inhib	aSyn 5UTR inh	HSP90 refold inh	PolyA inh
CC(NS(=O)(=O)/C=C/c1ccccc1)C(=O)O (stereo unspecified)	22	8	23	3	-3	2	5	-39	0	i
O=C(O)CSc1sc(=S)sc1SCC(=O)O	9	-15	6	-2	-6	-2	-7	1	-2	i
CNC(=O)C1=C(C)NC(=S)NC1c1cc2c(cc1OC)CCCC2 (stereo unspecified)	11	5	7	0	-2	-4	3	15	-3	i
CCc1cc2c3c(c(=O)oc2cc1OCC(=O)OC)CCCC3	18	-36	9	-7	3	-3	2	2	-7	i
COc1ccc2cc(/C=N/NC(=O)CSCc3ccc([N+](=O)[O-])cc3)c(Cl)nc2c1	19	15	16	-1	1	0	6	14	2	i
CCOC(=O)N1CCN(C2CC(=O)N(c3ccccc3)C2=O)CC1 (stereo unspecified)	15	-20	-2	1	-8	-4	2	19	0	i
Cn1c(=S)[nH]c2ccccc21	33	-10	x	x	-1	-3	0	10	3	x
Oc1ccc(C=Nc2ccccc2-c2nc3ccccc3[nH]2)c(O)c1	5	-94	37	7	1	1	4	-125	-7	i
Cc1ccccc1NC(=O)c1ccc(NS(=O)(=O)c2cc(C(C)(C)C)cc(C)c2C)cc1	27	-23	31	32	x	6	0	12	3	i
O=C(Nc1ccc(N2CCCC2)cc1)c1cc(Cl)ccc1Cl	-12	-28	9	6	0	56*	1	-241	-2	i
CCCCCC(=O)NC(NC(=S)N1CCOCC1)C(Cl)(Cl)Cl (stereo unspecified)	5	-22	-3	-8	-1	4	-2	0	2	i
c1ccc(-n2ncc3c(N4CCN(CCOc5cccc6ccccc56)CC4)ncnc32)cc1	26	-4	29	6	-8	3	1	15	5	i
CCC1CSC(=Nc2ccc(C)cc2)N1C(=O)CN1C(=O)NC2(CCCC2)C1=O (stereo unspecified)	31	-85	45	23	0	-2	3	-24	5	i
COC(=O)c1ccccc1N=Nc1c(C)noc1C	0	0	11	0	2	-1	1	1	0	i
O=C(O)c1ccc(CSc2nnc(-c3ccncc3)n2CC2CCCO2)cc1 (stereo unspecified)	29	19	7	5	-2	-2	2	-9	0	i
CCN(CC)S(=O)(=O)c1ccc(C(=O)NCC2CCCCC2)cc1	x	10	-7	2	-1	-1	x	-2	1	i
Cc1ccc(NC(=S)NC2CCSc3ccccc32)cc1 (stereo unspecified)	-3	15	19	7	7	3	1	-32	1	i
CC(C)N(Cc1nc(-c2ccccc2)no1)C(=O)C1CCCCC1	-1	-20	3	5	3	2	-3	11	2	i
O=C(CSc1nnc(CNC(=O)c2ccccc2F)o1)c1ccccc1	30	-28	-14	-2	-3	-1	-2	12	1	i
CCC(C)(C)NC(=O)C(c1ccc(OC)cc1)N(Cc1ccco1)C(=O)CCC(=O)Nc1cc(C)on1 (stereo unspecified)	15	-46	10	6	-2	1	0	7	5	i
COc1cccc(-c2nn(C)c3sc(C(=O)Nc4ccc5c(c4)OCCO5)cc23)c1	20	6	55*	34	0	6	2	-101	2	i
CCCOC(=O)c1cccc(Nc2nc(-c3cccnc3)nc3ccccc23)c1	16	2	-26	-32	-2	4	-2	-4	6	x
CCCS(=O)(=O)c1nc(S(=O)(=O)c2ccc(C)cc2)c(N2CCOCC2)s1	-6	-19	7	0	3	-10	-1	-62	1	i
COc1ccc2c(c1)CC(=O)NC=C2	22	-28	6	-5	-3	-5	0	8	0	i
CN=c1scc(C)n1/N=C/c1cc(Br)c(O)c(Br)c1	3	-56	46	7	3	-1	1	-14	2	i
CC(C)CC(NC(=O)c1ccc(C#CC(C)(C)O)s1)C(=O)O (stereo unspecified)	19	-12	-1	2	-3	0	2	-4	1	i
CC1(C)C(C=C(Cl)Cl)C1C(=O)Nc1ccc([N+](=O)[O-])cc1 (stereo unspecified)	x	-24	x	x	0	-1	x	x	4	x
Cc1cc(C)n(-c2nc(NCCN(C)C)c3c4c(sc3n2)COC(C)(C)C4)n1	14	-27	26	-2	7	1	4	-24	-2	i
Cc1cccn2cc(CSc3ccccc3N)nc12	13	-105	5	10	-3	1	1	-117	14	i
CCc1ccccc1NC(=O)c1cc(-c2ccc(OC)cc2)on1	5	-46	-8	0	-4	4	0	-77	-4	x
O=c1cc(-c2ccccc2)c2ccc(O)cc2o1	43	x	-58	-51*	36	x	-23	u	x	i
CCOC(=O)C1CCN(C(=O)CN(c2ccc3c(c2)OCCO3)S(=O)(=O)c2ccccc2)CC1	32	x	1	-2	1	x	0	0	x	i
COc1ccc(CCNC(=O)Cn2c(=O)n(-c3cc(F)ccc3F)c(=O)c3sccc32)cc1OC	22	-32	-7	-7	-5	0	0	15	-1	i
O=C(O)c1cc(S(=O)(=O)N(Cc2ccccc2)c2ccccc2)ccc1Cl	7	-7	28	-5	-6	-8	5	-14	4	i
O=C1NC(NS(=O)(=O)c2ccccc2)(C(F)(F)F)C(=O)N1c1cccc(Cl)c1 (stereo unspecified)	-2	11	12	-2	-1	-8	0	1	4	i
CCOC(=O)C1CCN(C(=O)CCc2c(C)nc3cc(-c4ccc(OC)cc4OC)nn3c2C)CC1	10	5	15	7	-1	2	2	4	4	i
COc1ccc(/C=N/NC(=O)c2cccc(NC(=O)c3ccccc3)c2)c(C(=O)O)c1OC	10	8	0	-1	-2	2	2	-20	-4	i
O=C(NCCNC(=O)C1CC2CCC1C2)C1CC2CCC1C2 (stereo unspecified)	18	6	5	3	0	-5	2	-1	2	i
COc1ccc(C(C)=O)cc1CC(=O)N(Cc1ccccc1)c1ccccc1	22	-32	13	0	0	-7	-4	15	-1	i
Cc1ccc(C2(C)NC(=O)N(CC(=O)Nc3ccccc3C(=O)N3CCCCC3)C2=O)cc1 (stereo unspecified)	18	x	21	10	-1	x	0	8	x	i
CNC(=S)N1CCC(NC(=O)C(Cc2ccc(F)cc2)NC(C)=O)CC1 (stereo unspecified)	20	-20	-4	-2	-3	-4	2	8	1	i
COc1ccc(CCN2CC(C(=O)NCC(=O)Nc3ccc(F)c(F)c3)CC2=O)cc1OC (stereo unspecified)	2	x	8	-1	-5	x	3	10	x	i
C=CCNC(=S)NC(=O)c1csc([N+](=O)[O-])c1	-104*	-17	11	-3	4	0	-1	-39	2	i
O=C(CN1CCOCC1)NCCNS(=O)(=O)c1ccccc1	-4	-21	-7	-4	-2	2	-2	-4	3	i
O=C(O)CCNC(=O)c1ccccc1	20	6	-27	-3	-6	-2	-1	-15	4	i
CCCCn1nnnc1SCC(=O)c1cc(Cl)ccc1OC	7	-9	1	4	-1	7	-2	19	5	i
c1ccc(Nc2nnc(-c3cccc4ccccc34)o2)cc1	18	-2	40	16	0	7	2	-93	-6	i
CCNC(=O)NC(=O)COC(=O)CCCSc1nc2ccccc2s1	13	-14	-25	-9	0	-1	-1	19	4	i
Cc1cccc(C)c1NC(=O)C(=O)NCc1ccccn1	13	2	-9	1	-2	-8	-1	3	-1	i
Cc1cccc(N(Cc2ccccc2)C(=O)c2ccccc2S(C)(=O)=O)c1	31	-18	14	8	2	1	-3	-27	-3	i
Cc1nn(-c2ccccc2)c(C)c1/C=N/N1CCN(c2ccccc2)CC1	7	-3	x	x	-3	8	0	x	0	i
COc1ccc(NC(=O)c2cccc3c(Br)cccc23)cc1	6	-58	-6	-10	x	3	1	-15	-1	i
Cc1ccc(C)c(C(=O)COC(=O)c2cc([N+](=O)[O-])ccc2NCCO)c1	26	-11	45	13	0	-7	4	32	1	i
CCC(C)(C(=O)NC1CCCC1)N(C(=O)CC1NC(=O)NC1=O)c1ccc(C)cc1 (stereo unspecified)	6	-26	-8	-4	-5	-1	-1	0	-1	i
COc1ccc(-c2nc(CN3CCC(C(=O)N4CCOCC4)CC3)c(C)o2)cc1OC	19	-23	-8	-16	-1	-2	2	-15	1	i
Cc1ccc(/C(N)=N/OC(=O)c2cc(-c3ccccc3)nc3ccccc23)cc1	24	9	-9	-12	-2	-2	0	14	1	i
Oc1[nH]c2ccc(Br)cc2c1N=NC(=S)NCC1CCCO1 (stereo unspecified)	19	4	-11	-8	-1	5	-2	44	3	i
Cc1ccc(N2C(=O)C(O)(C(F)(F)F)C3=C2CC(C)(C)CC3=O)cc1 (stereo unspecified)	12	-36	-7	-6	-1	1	3	7	-4	i
COc1cc(NC(=O)CN(C)S(=O)(=O)c2ccc3c(c2)CC(C)N3C(C)=O)cc(OC)c1 (stereo unspecified)	38	-32	-88	-84*	x	4	-1	-15	4	i
CCCC1(c2ccccc2)NC(=O)N(CC(=O)Nc2cc(OC)cc(OC)c2)C1=O (stereo unspecified)	-81*	-18	7	-1	-1	4	-1	-12	1	i

(next part)
mol	AI-2 QS mod	KLF5 inh	HSF-1 act	HSF1 inhib	GSK3A inh	IEC-6 cytotox	GSK3beta inhib	aSyn 5UTR inh	HSP90 refold inh	PolyA inh
COc1ccc(Cl)cc1NC(=O)CN(C)C(=O)c1cc(-c2ccncc2)nc2ccccc12	21	x	-10	6	8	x	2	-10	x	i
O=C(CSC1=NCCS1)NCc1ccco1	30	-37	0	-3	-2	-6	0	12	2	i
CC(C)CCCNc1nc(N2CCOCC2)nc(N2CCOCC2)n1	10	-19	6	3	0	3	1	-11	-5	i
COc1ccc(-c2cc(C)nc(SCc3cccc(C(=O)O)c3)n2)cc1	6	-29	0	0	-5	10	-1	11	-3	i
Cc1ccc(S(=O)(=O)N2CCCCC2)cc1C(=O)N1CCCC1	28	-6	13	3	-4	-3	0	-18	0	i
Cc1c(O)ccc2c(CN3CCOCC3)cc(=O)oc12	9	-20	-10	-8	x	2	0	5	2	i
CC(C)[C@H](NC(=O)N1CCn2c1nc1ccccc12)C(=O)N1CCCCC1	4	-18	-13	-8	-3	-1	-3	16	6	i
COc1cc(-c2nnc(SCC(=O)Nc3ccc4c(c3)OCCO4)o2)cc(OC)c1OC	22	9	2	-3	-2	2	3	-6	-2	i
CCOC(=O)CSc1ccc2nnc(-c3cccnc3)n2n1	5	-31	4	-6	4	1	0	16	-2	i
Cc1cc(=O)n2c3ccccc3n(CC(O)CN3CCC(C)CC3)c2c1C#N (stereo unspecified)	16	-7	5	-4	x	6	3	-27	-7	i
O=C(Nc1ccccc1N1CCOCC1)c1cccc2c(Br)cccc12	12	-5	-14	6	-1	1	1	-3	1	i
COc1ccc(CCNC(=O)C(=O)N2CCCC2)cc1OC	18	-16	26	-6	-1	6	2	4	4	i
